Screens deposited in PubChem BioAssay by Southern Research Specialized Biocontainment Screening Center.
PhoP GFP inhibition – Inhibition of PhoP regulon, Salmonella typhi GFP reporter cells, confirmation, 4 h (AID 1850); Salmonella Typhi PhoP-promoter GFP reporter, fluorescence, 4 h; higher % means a stronger effect; one-dose inhibition, % at 50 µM; IC50 in µM for titrated hits; 310,000 tested, 0.33% active; in the data active = a potency from the dose series; inconclusive = inhibition mostly from about 25% at the one dose, without a potency; inactive = the rest, 99 in 100 with inhibition below about 19%;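 note: 0% = induced wells with vehicle and 100% = uninduced wells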
M. tuberculosis HTS – M. tuberculosis growth inhibition, HTS (AID 449762) | M. tuberculosis H37Rv growth inhibition, 7H9 media; higher % means a stronger effect | inhibition, % at 25 µM, or IC50 in µM where a hit was titrated | 330,000 tested, 0.59% active; in the data active = a potency from the dose series; inconclusive = inhibition above about 70% without an active follow-up result;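 note: bacterial growth assessed after seven days of incubation; strong numbers were not always called active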
inhibitors of VEEV – inhibitors of VEEV TC-83 cytopathic effect, confirmation, Vero cells (AID 588727); Vero cells, VEEV TC-83 cytopathic effect inhibition; higher % means a stronger effect; inhibition, % at 20 µM; hits with a dose series show IC50 in µM; 350,000 tested, 0.13% active; in the data active = a potency from the dose series; inconclusive = inhibition mostly from about 14% at the one dose, without a potency; inactive = the rest, 99 in 100 with inhibition below about 12%; note: strong numbers were not always called active
M. tuberculosis – growth inhibition of non-replicating M. tuberculosis (AID 488890). inhibition, % at 25 µM, or IC50 in µM where a hit was titrated. 320,000 tested, 0.39% active. Mycobacterium tuberculosis non-replicating, growth inhibition; higher % means a stronger effect; in the data active = a potency from the dose series; inconclusive = inhibition mostly from about 82% at the one dose, without a potency; inactive = the rest, 99 in 100 with inhibition below about 76%;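 note: plate controls were DMSO cells for no effect and high antibiotic wells for full effect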
H1N1 NS1A inhibition – NS1A inhibition, H1N1 influenza, cell based functional assay (AID 504329); 340,000 tested, 0.3% active; NS1A functional cell-based assay, percent inhibition; higher % means a stronger effect; one-dose inhibition, % at 12.5 µM; IC50 in µM for titrated hits; in the data active = a potency from the dose series; inconclusive = inhibition above about 27% without an active follow-up result; note: strong numbers were not always called active
inhibitors of VEEV 10K pilot screen – recorded beside inhibitors of VEEV, whose call it bears; inhibition, %; measured here: 10K pilot screen inhibition
Active calls of the source: *; i = inactive; ? = inconclusive; . = not tested or not shown.

The opening 4 records, ahead of the listing:
SMILES | PhoP GFP inhibition | M. tuberculosis HTS | inhibitors of VEEV | M. tuberculosis | H1N1 NS1A inhibition | others
O=C(Nc1nnc(SCc2ccccc2)s1)C1=COCCO1 | -4% | 5% | 2.8% | 37% | -11%
O=C(/C=N/NC(=O)c1ccc(Cl)cc1Cl)c1ccccc1 | -3% | 0% | 1.4% | 19% | -8%
CCCCn1c(CCNC(=O)CCC)nc2ccccc21 | -2% | -4% | 0.3% | -25% | 27% | inhibitors of VEEV 10K pilot screen=0.0
c1csc(-c2ccn[nH]2)c1 | -10% | 3% | 0.2% | -15% | 17%

The list itself, previewed entries included:
SMILES | PhoP GFP inhibition | M. tuberculosis HTS | inhibitors of VEEV | M. tuberculosis | H1N1 NS1A inhibition | others
O=C(Nc1nnc(SCc2ccccc2)s1)C1=COCCO1 | -4% | 5% | 2.8% | 37% | -11%
O=C(/C=N/NC(=O)c1ccc(Cl)cc1Cl)c1ccccc1 | -3% | 0% | 1.4% | 19% | -8%
CCCCn1c(CCNC(=O)CCC)nc2ccccc21 | -2% | -4% | 0.3% | -25% | 27% | inhibitors of VEEV 10K pilot screen=0.0
c1csc(-c2ccn[nH]2)c1 | -10% | 3% | 0.2% | -15% | 17%
O=C(NCC(c1ccco1)N1CCc2ccccc2C1)c1ccccc1Br (stereo not drawn) | -4% | 6% | 6.2% | 6% | -12%
CCOC(=O)C1=CN(Cc2ccco2)S(=O)(=O)NC1c1cccc(OC)c1 (stereo not drawn) | . | . | i | . | 18%
FC(F)(F)c1cc(C(F)(F)F)c2ccc(Oc3ccccc3)nc2n1 | 10% | 7% | 4.0% | 7% | -1%
O=C(COc1ccccc1)Nc1ccc(OC(F)(F)C(F)F)c(NC(=O)COc2ccccc2)c1 | -3% | -8% | 3.4% | 2% | -5%
COc1ccc(NS(=O)(=O)c2cc(NC(=O)CNC(=O)c3ccc(C)s3)ccc2Cl)cc1 | -5% | -5% | 5.8% | -1% | 2%
OCC1(Cc2ccccc2F)CCCN(CC2CCCCC2)C1 (stereo not drawn) | -2% | -3% | 1.3% | 11% | 2%
Cc1ccc(S(=O)(=O)N/N=C/c2cccc(OC3CSC3)c2)cc1 | -6% | 6% | i | 14% | 7%
COc1cc(/C=N/NC(=O)Cc2csc(C)n2)ccc1OCC(C)C | -1% | 0% | 0.9% | 9% | -11%
CCOc1ccc(/C=N/NC(=O)CC(=O)Nc2ccc(Cl)c(Cl)c2)cc1 | -8% | 0% | 3.2% | 3% | -8%
COC(=O)N/N=C/c1cccs1 | -12% | 4% | 0.3% | -14% | 1%
O=C(Nc1cccc(S(=O)(=O)N2CCOCC2)c1)c1ccccn1 | 7% | -4% | 1.0% | -2% | 8%
COc1ccc2c3c(cccc13)OC2=O | -9% | 70% | 1.8% | ? | -1%
CC(=O)c1cn(C(=O)c2ccc(Cl)cc2)c2ccccc12 | 0% | -4% | 0.1% | -4% | 6%
COc1cc(/C=C/C2=NC(=O)C(C)(C)O2)ccc1O | -20% | 0% | . | -11% | .
CCN(CC(=O)NCc1ccc(F)cc1)C(=O)/C=C/c1ccco1 | 9% | 3% | 0.1% | 0% | -16%
Cc1ccccc1N1C(=O)C(Oc2ccc(Cl)cc2)C1CNCC1CCCO1 (stereo not drawn) | 1% | -3% | i | 44% | -2%
CCCCC[C@@H]1C=C(C(=O)O)[C@H](c2ccc3c(c2)OCO3)N1S(=O)(=O)c1ccc(C)cc1 | . | -2% | i | . | -4%
CCN(C[C@H]1N[C@@](CC)(C(=O)OC)[C@H]2C(=O)N(Cc3ccccc3)C(=O)[C@@H]12)C(=O)Nc1ccc(Cl)cc1 | . | -1% | i | 1% | -12%
CCCCNC(=O)CN1C(=O)CN=C(c2ccccc2)c2ccccc21 | 3% | 4% | 2.1% | -13% | -4%
COc1ccc(CN2C(=O)C(CC(C)C)Nc3ncnc(N4CCN(c5ccccc5)CC4)c32)cc1 (stereo not drawn) | 0% | ? | 0.4% | 56% | -28%
CNS(=O)(=O)c1cccc(C(=O)NNC(=O)c2ccc(COc3ccccc3)cc2)c1 | 15% | 8% | 2.3% | 4% | -6%
COc1ccc(C)cc1NC(=O)CCC(=O)Nc1nnc(C(F)(F)F)s1 | -5% | 2% | 0.1% | -4% | 4%
COc1ccc(NC(=O)Cn2c(=O)oc3cc(S(=O)(=O)N4CCCC4)ccc32)cc1 | -9% | -5% | 3.9% | -2% | -4%
CC(=O)c1cccc(CN2CCCC(C(=O)c3ccc4c(c3)OCO4)C2)c1 (stereo not drawn) | -6% | -9% | 0.9% | 22% | 3%
Cn1c(SC(C(=O)Nc2ccc(F)cc2)c2ccccc2)nc2ccccc21 (stereo not drawn) | 0% | 3% | 0.3% | 18% | -6%
CCc1ccccc1NC(=S)Nn1cnnc1 | 2% | -4% | i | 35% | 4%
CCCC1C2C(=O)N(c3ccc(OC)cc3)C(=O)C2ON1c1ccccc1 (stereo not drawn) | -10% | -8% | 7.3% | -8% | 3%
CCN(CC)S(=O)(=O)c1ccc(N2CCOCC2)c(NC(=O)C2=COCCO2)c1 | 1% | -4% | 8.1% | 21% | 17%
Cc1ccc(NC(=O)Cn2c(=O)n(CCCC(=O)NCc3ccco3)c(=O)c3ccccc32)cc1 | 6% | 7% | 1.4% | -9% | 1%
Nc1nc(SCc2cccc(Br)c2)n[nH]1 | -9% | 5% | i | 28% | 0%
Cc1cc(O)c2c(c1)C(=O)[C@@]13Oc4c5c(c(O)c6c(O)cc(C)cc46)C(=O)C[C@H](O)[C@H]5[C@@H]1[C@@H](O)CC(=O)C3=C2O | . | . | 4.5% | . | 16%
CCCCNC(=O)c1ccc(Cn2c(=S)[nH]c3c([nH]c4ccc(OC)cc43)c2=O)cc1 | -10% | 3% | 1.8% | -28% | -4%
COc1ccc2oc(=N)c(C(=O)Nc3ccccc3)cc2c1 | -12% | 8% | 3.6% | 32% | 2%
COc1ccc(OC)c(N2C(=O)C(Cl)=C(N3CCCCC3)C2=O)c1 | -8% | 19% | 3.2% | 44% | -6%
CCOC(=O)N1CCN(S(=O)(=O)c2ccc3c(c2)C(C)C(=O)N3)CC1 (stereo not drawn) | . | -7% | 0.5% | 23% | -17%
CC1Cc2ccccc2N1C(=O)CSc1nnnn1Cc1ccccc1 (stereo not drawn) | -5% | -7% | i | 11% | 8%
Oc1ccc(/C=N/Nc2nc(N3CCCCCC3)nc(N3CCCCCC3)n2)c(O)c1 | -5% | ? | i | 31% | 8%
OC(COc1cccc2ccccc12)CN1CCN(c2cccc(Cl)c2)CC1 (stereo not drawn) | -10% | 7% | i | 48% | -23%
Cc1cnc(C(=O)N2CCCC(N3CCN(c4ccccc4C)CC3)C2)cn1 (stereo not drawn) | -8% | -12% | 0.9% | -9% | -8%
Cn1c(C(=O)N2CCCCCC2)cc2c(=O)n(C)c3ccccc3c21 | -10% | 3% | 8.0% | 19% | 2%
Cc1ccc(S(=O)(=O)N2CCN(C3CC(=O)N(Cc4ccccc4)C3=O)CC2)cc1C (stereo not drawn) | 12% | -1% | 0.4% | 5% | -2%
CC(NS(=O)(=O)c1ccc(Br)cc1)C(N)=O (stereo not drawn) | -6% | 4% | i | 1% | -7%
CC1CCN(C(=O)CN(c2ccccc2)S(=O)(=O)N(C)C)CC1 | -18% | -3% | 0.8% | -3% | 6%
O=c1[nH]c(CSc2ncccn2)nc2c1cnn2-c1ccccc1 | -11% | -2% | 5.6% | 38% | 21% | inhibitors of VEEV 10K pilot screen=3.4
C[C@@H](CSc1ccc(Br)cc1)CN1CC[C@H](O)CCC1=O | . | -11% | i | -4% | -4%
Cc1cc(/C=N/NC(=O)C(=O)NCc2ccccn2)c(C)n1-c1ccccc1 | 6% | 11% | 0.6% | -14% | -2%
Cc1c(C(c2ccc(N(C)C)cc2)c2c(C)n(C)n(-c3ccccc3)c2=O)c(=O)n(-c2ccccc2)n1C | -1% | 1% | i | 17% | 20%
O=C(COC(=O)c1ccc([N+](=O)[O-])o1)Nc1nc2ccccc2s1 | 5% | 63% | i | 79% | 11%
Cc1ccc(CNC(=O)c2ccc(N3CCC4(CC3)CC(c3ccccc3)=NO4)c(N)c2)cc1 | 9% | -2% | i | 11% | -4% | inhibitors of VEEV 10K pilot screen=0.0
COc1ccc(S(=O)(=O)N(C)C[C@H]2Oc3c(NC(=O)Nc4c(C)noc4C)cccc3C(=O)N([C@H](C)CO)C[C@@H]2C)cc1 | . | -2% | i | 3% | 2%
O=C(Nc1ccc2c(c1)CCCN2C(=O)c1cccs1)c1cccc(F)c1 | -66% | 25% | 9.0% | 33% | 2%
COc1ccc(CCN2Cc3c(N)cccc3C2=O)cc1OC | 1% | -4% | 0.6% | -3% | -2%
CCCCN(C)Cc1c(O)ccc2c(=O)c(-c3ccccc3OC)coc12 | 3% | 4% | i | 2% | 16%
CN1c2ccccc2C(=O)NC1c1ccc(Cl)cc1 (stereo not drawn) | 4% | -4% | 2.9% | 8% | 7%
Cc1ccc(S(=O)(=O)N(C)C(C)CCc2ccco2)cc1 (stereo not drawn) | . | 6% | i | 36% | -6%
COc1cc(/C=N/NC(=O)CNC(=O)/C=C/c2ccco2)cc(OC)c1OC | 3% | 3% | 0.2% | 0% | 10%
The list goes on.
SMILES | PhoP GFP inhibition | M. tuberculosis HTS | inhibitors of VEEV | M. tuberculosis | H1N1 NS1A inhibition | others
Cc1n[nH]c(=O)c2c(NC(=O)CSc3nn(-c4ccc(F)cc4)c(=S)s3)oc(C)c12 | -2% | -2% | 3.0% | -4% | -71%
CC(NC(=O)CSc1nc2ccccc2n1CCC#N)c1ccc(F)cc1 (stereo not drawn) | -1% | -6% | 3.3% | -3% | -1%
Cc1cc(-n2c(SCC(=O)Nc3ccc(Br)cc3)nc3n[nH]c(C)c3c2=N)ccc1Cl | -4% | 6% | 0.5% | 2% | 5%
Cc1c(NS(=O)(=O)c2cccc(C(=O)OCC(=O)c3ccc(Cl)cc3)c2)c(=O)n(-c2ccccc2)n1C | . | . | 2.3% | . | -5%
CC1=C(C(=O)Nc2ccccc2)C(c2ccccc2[N+](=O)[O-])NC(=O)N1 (stereo not drawn) | -4% | -1% | 1.1% | -22% | -4%
O=C(O)c1cc(NC(=O)c2ccccc2[N+](=O)[O-])ccc1O | 4% | 14% | 0.1% | -9% | 2%
CC1CCC(NC(=O)CN2C(=O)NC3(CCCCCC3)C2=O)CC1 (stereo not drawn) | . | ? | 0.9% | 69% | -2%
Cc1ccc(S(=O)(=O)N2CCCCC2)cc1C(=O)NCCCN1CCOCC1 | -5% | -15% | 0.5% | -11% | -8%
CC(=O)C1=C(C)NC(C)=C(C(C)=O)C1c1ccc(-c2ccccc2Cl)o1 | . | . | 5.7% | . | -10%
O=C(O)CCC(=O)N(Cc1ccco1)C1CC(=O)N(c2ccccc2)C1=O (stereo not drawn) | -9% | -3% | 3.7% | -1% | 9%
CC1=NN2C(=N)/C(=C\c3cc(C)n(Cc4ccccc4)c3C)C(=O)N=C2S1 | 3% | 5% | i | 43% | .
COc1cccc(C(=O)NCCC2=CCCCC2)c1OC | -6% | -15% | i | -1% | 0%
CC(C)NS(=O)(=O)c1ccc(OCC(=O)Nc2ccc(F)cc2F)cc1 | 9% | 2% | 1.1% | 18% | 1%
CCC[C@@H]1CCCC/C=C\CCCC(=O)OCCN1C(=O)OC(C)(C)C | . | 1% | 0.5% | 4% | 8% | inhibitors of VEEV 10K pilot screen=0.7
CN1CCCC(C#CC(O)(c2ccccc2)c2ccccc2)C1 (stereo not drawn) | 5% | -3% | 2.8% | -11% | -2%
O=C1CSC(c2ccccn2)N1c1ccc(C(F)(F)F)cc1 (stereo not drawn) | 0% | 2% | 2.2% | -1% | 5%
Cc1cccc2cc(CN(CCCN(C)C)C(=S)NCCc3ccccc3)c(=O)[nH]c12 | -3% | 3% | 5.2% | 40% | 13%
Cc1cc(NS(=O)(=O)c2ccc(NC(=O)CSc3nnc(-c4ccco4)n3N)cc2)nc(C)n1 | 3% | -9% | 0.7% | 2% | 9%
COC(=O)c1sc(NC(=O)c2cc(-c3ccccc3)nc3ccccc23)c(C#N)c1C | 15% | 18% | 7.8% | -2% | -11%
Cc1cccc(-n2nc3c(c2NC(=O)CCCl)CSC3)c1 | -9% | 8% | 0.7% | 20% | 0%
Cn1nc(C(=O)OCC(=O)Nc2ccccc2OC(F)F)c2ccccc2c1=O | . | 0% | 1.4% | -2% | -18%

The order is random. Share with any hit: about 1.6%.
